# West Nile antiviral – West Nile virus antiviral activity, cell-based, CPE readout (AID 1621); West Nile virus-infected cells, CPE inhibition; higher % means a stronger effect; one-dose CPE inhibition, % at 10 µM; IC50 in µM for titrated hits; actives 0.02% (n = 290,000); in the data active = a potency from the dose series; also: strong numbers were not always called active
# TNAP activators – human TNAP enzyme activators, primary screen, biochemical, luminescent, no phosphate acceptor, uHTS (AID 1001); Alkaline phosphatase, tissue-nonspecific isozyme (Homo sapiens); purified TNAP, luminescent activation assay, no phosphate acceptor; higher activation fold means a stronger effect; activation fold at 20 µM, or EC50 in µM where a hit was titrated; actives 0.03% (n = 200,000); in the data active = activation fold from about 3, or a potency from the dose series; inactive = the rest, 99 in 100 with activation fold below about 1.6; also: many of its hits are not listed in these tables
# PMI inhibition – human PMI inhibitors, high substrate, primary screen, biochemical, fluorescence intensity, high mannose 6-phosphate (AID 1220) | Mannose-6-phosphate isomerase (Homo sapiens) | recombinant PMI enzyme, coupled fluorescence intensity; higher % means a stronger effect | inhibition, % at 20 µM; hits with a dose series show IC50 in µM | actives 0.66% (n = 190,000)
# RSV antiviral HEp-2 – RSV antiviral activity via CPE protection, HEp-2 cells, primary 10 µM value included (AID 2391); one-dose CPE inhibition, % at 10 µM; IC50 in µM for titrated hits; HEp-2 cells, RSV-induced CPE inhibition; higher % means a stronger effect; actives 0.13% (n = 310,000); in the data active = a potency from the dose series; also: strong numbers were not always called active
# CSM14.1 death rescue – rescue of cells from ER stress-induced death, primary screen, 384-well, CSM14.1, thapsigargin, ATP luminescence (AID 1222); 190,000 tested, under 10 active; cellular ATP content (survival), % at 20 µM, or EC50 in µM where a hit was titrated; CSM14.1 thapsigargin-induced death rescue, ATP luminescence; higher % means a stronger effect;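 active = EC50 below 50 µM in the dose-response confirmation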;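 also: death triggered by thapsigargin at about 15 µM added after 2 h compound pretreatment; cell ATP read after overnight thapsigargin exposure of roughly 18 to 22 hours; normalized against plate controls of thapsigargin alone and 5% DMSO vehicle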
# PMI inhibitors – inhibitors of human PMI, primary screen, biochemical, fluorescence intensity, coupled assay (AID 1209); Mannose-6-phosphate isomerase (Homo sapiens); purified PMI enzyme, coupled fluorescence intensity; higher % means a stronger effect; one-dose inhibition, % at 20 µM; IC50 in µM for titrated hits; actives 0.42% (n = 190,000);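 also: plate controls were DMSO vehicle for no effect and wells lacking substrate for full effect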
# Ins promoter up – insulin promoter activators in MIN6 cells, imaging, high-content screening, mouse beta cells; MIN6 insulin promoter-GFP reporter; active compounds read high; z-score at 5 µM; actives 0.3% (n = 190,000); AID 1625, 2009;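 active = z-score above 3 at 5 µM with at least 500 cells counted in the well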
# PhoP inhibition – inhibitors of PhoP regulon expression, primary screen, Salmonella Typhimurium, GFP reporter (AID 1863); inhibition, % at 50 µM; hits with a dose series show IC50 in µM; actives 0.16% (n = 300,000); S. Typhimurium PhoP-regulated promoter GFP reporter, 4 h; higher % means a stronger effect;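 active = inhibition over 29.93%, a cutoff 3 SD above the screen mean, later confirmed by dose response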;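 also: 0% = low Mg2+ inducing control and 100% = high Mg2+ repressing control; strong numbers were not always called active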
# Large T inhibition – SV40 large T antigen inhibitors, biochemical (AID 1903); actives 0.39% (n = 310,000); SV40 large T antigen ATPase/helicase inhibition assay; higher % means a stronger effect; inhibition, % at 20 µM; hits with a dose series show IC50 in µM; in the data active = a potency from the dose series; also: strong numbers were not always called active
# Ins promoter up cell count – recorded beside Ins promoter up, whose call it bears; cell count; measured here: cytotoxicity, nuclei count;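 total cells summed across four imaged fields per well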
# * marks the source's active call; other numbers are inactive results; / = no result given. Rule as the data show it, unless noted: active = inhibition above about 50%; inactive = the rest.
SMILES,West Nile antiviral,TNAP activators,PMI inhibition,RSV antiviral HEp-2,CSM14.1 death rescue,PMI inhibitors,Ins promoter up,Ins promoter up cell count,PhoP inhibition,Large T inhibition
COc1cc2c(cc1/C=C/C(=O)O)OC(C)C2 (centres undefined),-0.3%,1.1,14%,0.0%,0.6%,9%,0.02,1578,-2%,-5%
Cc1ccc(C(=O)N2CCN=C2SCc2ccc([N+](=O)[O-])cc2)cc1C,0.5%,1,2%,0.8%,/,8%,0,1202,-7%,7%
CCOC(=O)c1cc(-c2ccc(Cl)s2)[nH]n1,0.3%,/,/,1.3%,/,/,0.82,1347,-1%,10%
COc1ccc(/C=C/C(=O)NCCOc2ccccc2OC)cc1,-0.1%,1.7,14%,1.9%,12%,8%,0.41,1440,-15%,4%
C/C(=N/NC(=O)CSc1ccccn1)c1ccc([N+](=O)[O-])cc1,-0.9%,1.1,8%,2.6%,-1.8%,3%,-0.07,1324,-6%,9%
CC(=O)c1c(C)n(CCO)c2ccc(O)cc12,0.0%,1.1,2%,1.3%,-2.7%,3%,0.11,829,-11%,18%
Cc1cc(C)c(NC(=O)C2CC(=O)N(Cc3ccccc3)C2)c(C)c1 (centres undefined),-0.4%,0.9,-23%,0.4%,-1.7%,-7%,-0.18,1327,-2%,14%
COc1ccccc1N(C)S(=O)(=O)c1ccc(C(=O)N(CC(N)=O)C(C)C)cc1,0.0%,1.1,2%,3.3%,-1.6%,5%,/,/,-19%,14%
CC(=O)Nc1ccc(S(=O)(=O)N(C#N)c2nc(C)cc(C)n2)cc1,-0.3%,/,/,1.0%,/,/,/,/,-2%,-1%
CCCCNC(=O)C1CC(c2cccc([N+](=O)[O-])c2)=NO1 (centres undefined),0.4%,1,-7%,0.4%,0.8%,-11%,0.22,1583,3%,17%
O=C(NCC1CCN(C(=O)c2c(F)c(F)c(F)c(F)c2F)CC1)c1c(F)c(F)c(F)c(F)c1F,-0.8%,/,/,1.0%,/,/,/,/,5%,11%
O=C(O)c1sc2cc(C(F)(F)F)cnc2c1-c1ccccn1,0.2%,1.1,-16%,3.1%,/,-27%,0.17,1260,5%,7%
Cc1ccc(NC(=O)CO/N=C(\N)c2nonc2N)cc1C,0.1%,1.1,5%,1.0%,-0.6%,14%,-0.07,1309,10%,1%
Oc1ccc(O)c2c1C1c3ccccc3C2c2ccccc21,-0.4%,/,/,3.7%,/,/,/,/,0%,8%
c1coc(CNc2nc3ccccc3n2CCN2CCOCC2)c1,0.7%,1.1,-5%,-1.1%,-1.3%,1%,0.53,1235,-2%,1%
C=CCn1c(SCC(O)Cn2c3ccccc3c3ccccc32)nnc1-c1ccco1 (centres undefined),-0.4%,1.1,18%,12%,1.3%,22%,0.25,1262,-8%,-2%
CN=Cc1nc(-c2ccccc2)oc1O,0.2%,1,16%,1.6%,-2.2%,11%,0.62,1127,5%,0%
O=C(Cn1cc(C(F)(F)F)ccc1=O)N/N=C/c1ccc(F)cc1,0.9%,1.1,0%,-2.0%,-1.4%,-4%,-0.06,1335,2%,16%
Cc1ccc2c(c1)oc(=O)n2CC(=O)c1ccccc1,-0.2%,/,/,/,/,/,-0.31,1397,3%,17%
CCc1cccc(C)c1NC(=O)C1CCCO1 (centres undefined),1.3%,1.1,0%,1.3%,-0.2%,-6%,0.66,1201,12%,3%

# Reprinted from the entries so far, 6 compounds:
SMILES,West Nile antiviral,TNAP activators,PMI inhibition,RSV antiviral HEp-2,CSM14.1 death rescue,PMI inhibitors,Ins promoter up,Ins promoter up cell count,PhoP inhibition,Large T inhibition
C/C(=N/NC(=O)CSc1ccccn1)c1ccc([N+](=O)[O-])cc1,-0.9%,1.1,8%,2.6%,-1.8%,3%,-0.07,1324,-6%,9%
CC(=O)c1c(C)n(CCO)c2ccc(O)cc12,0.0%,1.1,2%,1.3%,-2.7%,3%,0.11,829,-11%,18%
Cc1cc(C)c(NC(=O)C2CC(=O)N(Cc3ccccc3)C2)c(C)c1 (centres undefined),-0.4%,0.9,-23%,0.4%,-1.7%,-7%,-0.18,1327,-2%,14%
COc1ccccc1N(C)S(=O)(=O)c1ccc(C(=O)N(CC(N)=O)C(C)C)cc1,0.0%,1.1,2%,3.3%,-1.6%,5%,/,/,-19%,14%
CC(=O)Nc1ccc(S(=O)(=O)N(C#N)c2nc(C)cc(C)n2)cc1,-0.3%,/,/,1.0%,/,/,/,/,-2%,-1%
CCCCNC(=O)C1CC(c2cccc([N+](=O)[O-])c2)=NO1 (centres undefined),0.4%,1,-7%,0.4%,0.8%,-11%,0.22,1583,3%,17%

# Carrying on.
SMILES,West Nile antiviral,TNAP activators,PMI inhibition,RSV antiviral HEp-2,CSM14.1 death rescue,PMI inhibitors,Ins promoter up,Ins promoter up cell count,PhoP inhibition,Large T inhibition
O=S(=O)(NCc1ccccc1)c1ccc(NC(=S)NCc2ccco2)cc1,-1.7%,/,/,6.1%,/,/,/,/,1%,5%
COc1ccc(/C(C)=N/NC(=S)NCCc2ccccc2)cc1,-1.3%,1.5,5%,6.3%,-0.6%,2%,-0.34,1128,-7%,12%
CC(=O)C(Cc1ccccc1)NC(=O)CCl (centres undefined),0.4%,1.2,-2%,0.6%,-1.3%,-13%,-0.5,1296,2%,17%
COCCCn1c(C)c(C(C)=O)cc(NC(=O)c2ccccc2)c1=O,-0.5%,1.1,-2%,1.3%,-1.3%,-25%,-0.82,1301,-8%,5%
Cc1ccc(S(=O)(=O)CC(=O)NC(C)(C)C)cc1,0.0%,1.1,-5%,1.8%,-1.1%,-4%,/,/,4%,7%
O=C(N/N=C/c1ccco1)C1CC(=O)N(c2ccccc2)C1 (centres undefined),0.8%,1.1,-6%,-0.4%,1.0%,-8%,-0.45,1511,-8%,2%
O=C(CCl)NCCNC(=O)c1cc(OCC(F)(F)F)ccc1OCC(F)(F)F,-0.8%,1.1,0%,-0.1%,-0.7%,-10%,-0.11,1223,6%,10%
Cc1ccc(S(=O)(=O)N2C(=S)SCC2(C)C)cc1,-0.1%,1.1,4%,/,3.3%,5%,0.06,1229,-2%,3%
COc1ccc([N+](=O)[O-])cc1NC(=O)COC(=O)c1ccc(O)cc1,-0.1%,/,/,-1.0%,/,/,-0.67,1123,-13%,8%
O=C(Nc1ccccc1)n1ccc(-c2ccc(-n3ccnc3)cc2)n1,0.1%,1,-2%,9.1%,-1.4%,-10%,0.39,1056,4%,4%
CCCCN(CC)c1nc(-c2ccncc2)nc2ccccc12,1.3%,1,1%,0.0%,-2.7%,14%,0.99,820,4%,27%
Cc1ccccc1N(CC(=O)NCc1ccccc1)C(=O)CCC(=O)Nc1nccs1,-0.9%,/,/,3.1%,/,/,/,/,-3%,4%
COc1ccc(-n2nc(C(=O)NCC(=O)N3CCN(Cc4ccc5c(c4)OCO5)CC3)c3ccccc3c2=O)cc1OC,0.5%,1.1,9%,-1.9%,1.2%,2%,-1.8,1309,0%,12%
Cc1nn(-c2ccccc2)c(C)c1C(=O)Oc1ccccc1,0.7%,/,/,/,/,/,0.06,1445,-7%,1%
Cc1nn(Cc2ccccc2)c(Cl)c1/C=C/C(=O)OCC(=O)N1CCCC1=O,0.7%,1,-3%,1.7%,1.6%,-7%,-0.03,1182,3%,9%
O=S(=O)(c1ccccc1)N1N=C(c2cccs2)CC1c1ccc(Br)cc1 (centres undefined),0.1%,1.1,6%,11%,1.0%,12%,0.39,1497,-5%,0%
Cn1c(NC(=O)CCC2CCCCC2)cc(=O)n(C)c1=O,0.1%,0.8,-3%,3.3%,-1.2%,-2%,0.64,1001,11%,-10%
CC(C)c1nnc(NC(=O)c2c(O)c3cccc4c3n(c2=O)CCC4)s1,-0.5%,1,6%,0.5%,-0.7%,10%,-0.85,1302,-18%,22%
COc1cccc(N2CCN(S(=O)(=O)c3c(C)[nH]c(C)c3C(=O)N3CCCCC3)CC2)c1,-0.7%,/,/,1.6%,/,/,/,/,-8%,-3%
CCC(=O)n1nc(NCc2ccc(OC)c(OC)c2)nc1NCc1ccc(OC)c(OC)c1,-0.2%,1.1,4%,-0.4%,-0.9%,7%,0.22,1352,-11%,7%
Nc1n[nH]c(S(=O)(=O)CCCc2ccccc2)n1,0.3%,1.1,1%,1.7%,0.5%,5%,0.29,1259,8%,25%
CS(=O)(=O)N1CCc2cc(-c3csc(NC(=O)Cc4cccs4)n3)ccc21,-0.2%,1,7%,12%,-0.5%,14%,-3.2,1052,8%,-1%
O=S(=O)(c1ccc(N2CCCC2)nc1)N1CCOCC1,0.4%,1.1,-5%,3.1%,5.5%,-5%,-0.38,975,0%,-1%
O=C(NCCNC(=O)c1cccc(O)c1)c1cccc(O)c1,-0.5%,/,/,-0.1%,/,/,/,/,-2%,7%
COc1ccc(C(=O)/C=C/Nc2ccc(S(=O)(=O)Nc3cc(OC)nc(OC)n3)cc2)c(OC)c1,0.9%,/,/,2.5%,/,/,/,/,-2%,20%
COc1ccc(C2CC(C(F)(F)F)n3ncc(C(=O)NCc4cccnc4)c3N2)cc1OC (centres undefined),0.6%,1.1,8%,-0.5%,/,9%,-0.34,1330,11%,10%
O=C1S/C(=C/c2ccccc2F)C(=O)N1CCN=C1NS(=O)(=O)c2ccccc21,-1.0%,0.9,0%,2.2%,-2.4%,16%,0.65,1347,3%,5%
CCc1cc(=O)oc2cc(OCC(=O)OC)c(Cl)cc12,0.9%,1.1,-1%,-0.1%,/,1%,0.28,1215,-8%,0%
CCc1[nH]nc2c1C(c1ccc(C)o1)C(C#N)=C(N)O2 (centres undefined),-0.1%,1,1%,0.2%,1.0%,-2%,-0.01,1544,4%,15%
CC(C)(C)OCC(NC(=O)C(CC(N)=O)NC(=O)OC(C)(C)C)C(=O)OC(C)(C)C (centres undefined),2.2%,1.1,-4%,1.4%,0.9%,-3%,0.45,1074,-7%,-2%
CCN(C(=O)c1cc(Cl)ccc1OC)C1CCCCC1,-0.8%,1.1,4%,0.4%,0.4%,8%,-0.98,1333,11%,9%
CC(NC(=O)C1CCCC1)C1CC2CCC1C2 (centres undefined),0.5%,1.1,-3%,2.8%,-1.5%,-9%,1.1,1083,2%,9%
COc1cc(S(=O)(=O)N2CCN(c3ccc(F)cc3)CC2)ccc1Cl,0.8%,1,6%,12%,-1.8%,4%,-0.05,1452,3%,1%
Nn1cnnc1SCC(=O)N(C1CCCCC1)C1CCCCC1,-0.1%,1.1,0%,0.5%,0.1%,2%,-1.2,1607,-1%,22%
COc1ccc(NC(=O)CS(=O)CC(=O)NC2CCCc3ccccc32)cc1 (centres undefined),-0.3%,1.1,-4%,2.2%,-0.3%,-6%,-0.09,1605,-6%,-2%
COc1ccc(NC(=O)c2nnn(CC(=O)Nc3ccc4c(c3)OCO4)c2N)cc1OC,3.0%,/,/,2.1%,/,/,/,/,-9%,13%
CCn1cnc2sc(C(=O)Nc3ccc4c(c3)OCO4)c(C)c2c1=O,0.3%,1.1,11%,5.3%,/,11%,-0.12,1237,-15%,18%
CCN(CC)S(=O)(=O)c1ccc(N/N=C/c2cccnc2)nc1,0.3%,/,/,1.8%,/,/,1.1,1086,-3%,9%
Oc1ccc(/C=N/n2c(C3CCCCC3)n[nH]c2=S)c(O)c1,0.5%,/,/,2.1%,/,/,/,/,4%,11%

# An unsorted share of the library (roughly 1.5% active in at least one column).
